PGC1a acetyl inh – lowers PGC1a acetylation signal in U2OS cells | AID 651687 | inhibition, % at 15.6 µM | AlphaScreen anti-acetyl-lysine; with virally co-expressed GCN5 acetyltransferase | hit rate 0.17% among 350,000;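 active means every replicate shows inhibition of at least 40%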;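 further: 0% = neutral control wells and 100% = positive control wells; some results beyond the cut were filed as inactive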
Cneo AK release – causes C. neoformans cell lysis | hit rate 0.2% among 360,000 | lysis activity, % at 15 µM | adenylate kinase release luminescence, 4 h; normalised: neutral wells 0, clomiphene wells 100;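 active means mean lysis activity across replicates of at least 80%, whatever share of replicates individually reach that level; inactive means mean lysis activity below 80%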
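Signal: Adenylate kinase release luminescence | Assay system: Log-phase Cryptococcus neoformans yeast cells | Input: Cells at 5 × 10^6 per mL | Buffer or medium: Fresh YPD growth medium | Compound: Single dose | Schedule: Static 4 h at 37 °C with compound, 1 h detection | Controls: Clomiphene | Read-out: Luminescence rise reflecting yeast cell lysis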
ARNT-TACC3 inh – ARNT/TACC3 interaction disruption; hit rate 0.66% among 390,000; AlphaScreen His-ARNT PAS-B/GST-TACC3 binding, luminescence; TACC3 fragment carries E629A point mutation; inhibition, % at 9.99 µM; Q9Y6A5; AID 623870;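 active means mean inhibition of replicates at least 50% and at least half of replicates each reaching 50%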;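 further: 0% = complete ARNT plus TACC3 wells and 100% = ARNT alone without TACC3; many hits fall short of the cut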
Statin myotox sup – suppression of simvastatin myotoxicity | AID 602340 | hit rate 0.78% among 330,000 | rescue of ATP level, % at 7.49 µM | C2C12 myotubes + simvastatin, ATP luminescence, 48 h; scaled: DMSO 0, geranylgeraniol control 100;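 active means mean ATP rescue above about 67%, or every replicate alone reaching that limit, limit read from the data, passing the limit was not always enough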;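 further: myotubes were challenged with 10 µM simvastatin during compound exposure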
PAX8 inh HTS – PAX8 transcriptional activity inhibition; RMG-I TPO-luciferase reporter, SteadyGlo, 24 h; inhibition, % at 12.6 µM; hit rate 1.2% among 360,000;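 active means mean replicate inhibition at least 60% with every replicate also reaching 60%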;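 further: luciferase light reporting Pax8 driven TPO promoter activity; plate controls were median of neutral control wells for no effect and mitoxantrone controls for full effect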
LGR2 inh – Drosophila LGR2 receptor signaling inhibition; AID 720647; inhibition, % at 9.99 µM; HEK293 LGR2, CRE-luciferase, bursicon-stimulated, 4 h; hit rate 0.35% among 380,000;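 active means drop in luminescence signal, shown as inhibition above about 50% in the replicate tests, limit read from the data, passing the limit was not always enough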;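 further: agonist challenge used bursicon conditioned medium at about half maximal strength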
PglD DTNB – PglD (C. jejuni) enzyme inhibition | inhibition, % at 12.5 µM | purified PglD enzyme, DTNB colorimetric CoA detection | hit rate 0.098% among 360,000; in the data active means inhibition above about 16%, passing the limit was not always enough; further: strong numbers were not always called active
INS-1E GSIS act – GLuc luminescence reporter in INS-1E cells, primary screen for activators of glucose-dependent secretion of insulin. AID 743287. hit rate 0.61% among 370,000. INS-1E GLuc reporter insulin secretion, 2-3 h. activation, % at 16.6 µM;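 active means lowest replicate activation of at least 40%, so every replicate reaches that level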;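 further: 0% = median of neutral control wells and 100% = median of IBMX positive control wells; some compounds called inactive have numbers as strong as hits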
Numbers without * were called inactive; nt = not tested or not shown; & = joins results of further samples.

SMILES	PGC1a acetyl inh	Cneo AK release	ARNT-TACC3 inh	Statin myotox sup	PAX8 inh HTS	LGR2 inh	PglD DTNB	INS-1E GSIS act
O=C(Nc1c2c(nn1-c1ccc([N+](=O)[O-])cc1)CS(=O)(=O)C2)c1ccco1	2.5	0.4	-0.5	2.6	7.4	-7.4	-0.5	-3.1
C[C@@H]1CN([C@@H](C)CO)C(=O)c2cc(-c3cccnc3)cnc2O[C@@H]1CN(C)C(=O)NC1CCCC1	4.3	-3.2	nt	8.3	nt	-2.8	4.5	12.4
Cc1ccc(C(=O)NCC(=O)N(C)CC(=O)Nc2c(Cl)cccc2Cl)s1	nt	-1.6	19.8	-4.7	4.3	-8.1	2.2	5.4
C[C@@H]1CCCCO[C@H](CN(C)C(=O)Nc2ccc(C(F)(F)F)cc2)[C@@H](C)CN([C@@H](C)CO)C(=O)c2cc(NS(=O)(=O)c3ccc(F)cc3)ccc2O1	0.2	-1.0	12.6	nt	85.2*	17.9	1.2	4.4
Nc1cc2c(cc1Cl)-c1ccc(Cl)cc1C2=O	2.1	-1.6	-3.4	3.3	-1.1	-17.1	-3.8	-6.9
COCC#Cc1cnc2c(c1)C(=O)N([C@H](C)CO)C[C@H](C)[C@@H](CN(C)C(=O)Nc1ccccc1F)O2	2.8	-0.5	6.6	22.7	nt	12.4	0.3	12.6
CCc1ccc(N(CC)C(=O)Cc2c(C(=O)O)n(C)c3ccccc23)cc1	3.7	3.4	-19.9	0.0	-19.0	-2.2	6.0	5.0
CC(C)c1nnc(NC(=O)CCC(=O)NCC2CCCO2)s1 (stereo not drawn)	1.5	0.4	-9.9	-0.3	nt	nt	-0.4	nt
COc1ccc(-c2nnc(OC)c3ccccc23)cc1	nt	-0.9	-3.0	3.1	6.4	-13.4	-2.1	32.9
CN(C(=O)c1ccc(S(=O)(=O)N2CCCCC2)cc1)C1CCS(=O)(=O)C1 (stereo not drawn)	-12.2	nt	-5.8	3.0	-34.6	6.2	-2.2	10.2
COc1ccc(CN2CC[C@@H](N3CCOCC3)[C@H](O)C2)cc1F	nt	0.4	nt	-3.2	-3.6	14.3	-0.3	3.7
C[C@H](CO)N1C[C@H](C)[C@@H](CN(C)Cc2ccc3c(c2)OCO3)Oc2c(NC(=O)Nc3ccccc3)cccc2C1=O	-6.3	1.5	-1.2	-11.7	-1.4	15.6	3.0	0.8
Cc1noc(C)c1S(=O)(=O)Nc1ccc2c(c1)C(=O)N([C@H](C)CO)C[C@H](C)[C@H](CN(C)S(=O)(=O)c1ccc(F)cc1)O2	-6.2	nt	nt	-6.2	nt	20.8	nt	-15.5
O=S(=O)(c1ccccc1OC(F)(F)F)N1CCN(c2ccnc3cc(Cl)ccc23)CC1	nt	-5.0	-2.6	-8.3	29.9	18.1	-3.2	4.7
O=c1c(-c2ccc(Cl)cc2)cnc2n1CCS2	4.6	nt	2.3	nt	-86.1	-32.5	nt	5.9
C[C@H]1CCCCO[C@@H](CN(C)Cc2ccc(C(=O)O)cc2)[C@@H](C)CN([C@@H](C)CO)C(=O)c2cc(NS(C)(=O)=O)ccc2O1	11.8	0.5	10.7	nt	7.2	20.0	1.2	18.7
C/C=C(/C)C(=O)O[C@@H]([C@H](O)c1cc2ccc(=O)oc2cc1OC)C(C)(C)O[C@@H]1O[C@H](CO)[C@@H](O)[C@H](O)[C@H]1O	nt	-0.4	-6.5	-12.7	-5.3	-2.2	-0.7	8.7
Cc1ccc(NC(=O)C2CCN(C(=O)c3cccs3)CC2)cc1	1.6	3.0	-0.8	4.8	7.9	1.2	0.3	0.0
CC(CNC(=O)CCCn1c(=O)c2cccn2c2cccnc21)c1ccccc1 (stereo not drawn)	-6.3	-0.7	nt	-3.4	-1.3	-2.3	3.2	-8.1
C[C@H](CO)N1C[C@H](C)[C@@H](CN(C)C(=O)Nc2cccc3ccccc23)OCCCC[C@H](C)Oc2ccc(NC(=O)CCC(F)(F)F)cc2C1=O	-26.4	-10.8	12.1	nt	31.8	3.7	-1.8	-2.2
COc1ccc(S(=O)(=O)N2CCCCN3[C@H](CO)[C@H](c4ccc(C#CC(C)C)cc4)[C@@H]3C2)cc1	-4.6	4.1	10.7	-0.4	59.9	40.0	3.4	6.3
COc1ccc(Br)cc1CN(C)CC(=O)Nc1cc([N+](=O)[O-])ccc1OC	nt	-0.2	0.7	nt	21.9	-9.6	4.9	-2.3
CO[C@H]1CN(C)C(=O)c2ccc(NC(=O)Nc3c(C)noc3C)cc2OC[C@@H](C)N(CCC(F)(F)F)C[C@@H]1C	4.6	0.7	-8.7	-19.2	13.2	3.4	-3.8	-2.4
Fc1cccc(/C=N/Nc2ccc3ccccc3n2)c1	-0.3	nt	-2.0	nt	-95.3	40.6	nt	5.5
CC(C)c1ccc(/C=C/C2=NNC(=O)CC2)cc1	-3.1	nt	0.2	nt	-62.0	-8.1	nt	7.8

Three entries already listed, arranged by the number in LGR2 inh, descending.
compound | LGR2 inh
C[C@H](CO)N1C[C@H](C)[C@@H](CN(C)Cc2ccc3c(c2)OCO3)Oc2c(NC(=O)Nc3ccccc3)cccc2C1=O | 15.6
Cc1ccc(NC(=O)C2CCN(C(=O)c3cccs3)CC2)cc1 | 1.2
O=c1c(-c2ccc(Cl)cc2)cnc2n1CCS2 | -32.5

Taken from above.
`Fc1cccc(/C=N/Nc2ccc3ccccc3n2)c1` in LGR2 inh = 40.6
`COc1ccc(S(=O)(=O)N2CCCCN3[C@H](CO)[C@H](c4ccc(C#CC(C)C)cc4)[C@@H]3C2)cc1` in Cneo AK release = 4.1
`O=C(Nc1c2c(nn1-c1ccc([N+](=O)[O-])cc1)CS(=O)(=O)C2)c1ccco1` in LGR2 inh = -7.4

Additional records follow.
SMILES	PGC1a acetyl inh	Cneo AK release	ARNT-TACC3 inh	Statin myotox sup	PAX8 inh HTS	LGR2 inh	PglD DTNB	INS-1E GSIS act
CC(C)(C)C1COc2ccccc2N1C(=O)c1ccccc1Cl (stereo not drawn)	-31.9	-1.4	-3.5	6.4	-7.7	1.3	-2.0	-21.3
CCOc1ccc(-n2c(=S)sc3c(=O)[nH]c(SCC(=O)N4CCC(C)CC4)nc32)cc1	6.2	-0.2	0.8	-17.9	nt	-3.4&9.3	1.7	-10.5&-12.5
O=C1C=C(Nc2ccc(O)cc2)CC(c2ccco2)C1 (stereo not drawn)	11.7	-0.9	-16.6	0.9	16.4	nt	-2.4	nt
CCn1c(C(C)NC(=O)c2cccs2)n[nH]c1=S (stereo not drawn)	nt	4.1	-3.6	6.2	-5.7	-9.0	-1.1	-4.5
O=C(O)c1ccccc1NS(=O)(=O)c1cccc(N=Nc2c(O)[nH]c(=S)[nH]c2=O)c1	-4.4	-0.3	4.2	4.0	3.9	10.4	-8.5	21.0
CCOC(=O)N(C)C[C@@H]1OCc2cn(nn2)CCCC(=O)N([C@@H](C)CO)C[C@@H]1C	1.6	-0.3	-10.9	-10.2	nt	4.5	0.3	-5.4
C/C(=N\n1c(C)cc(C)c(C#N)c1=O)c1cccs1	9.2	nt	-0.8	nt	nt	3.1	nt	11.6
Cc1ccc(N2CC(C(=O)Nc3ccc(S(=O)(=O)NCC4CCCO4)cc3)CC2=O)cc1 (stereo not drawn)	-6.9	0.3	-5.9	nt	10.1	2.4	-0.2	6.8
Cn1cc(CN(Cc2ccccc2)C[C@@H]2CCC(=O)N2)c(-c2ccccc2F)n1	-4.2	nt	4.5	nt	13.9	25.5	nt	-5.7
CCCNC(=O)Nc1ccc2c(c1)OC[C@H](C)N(C(C)=O)C[C@H](C)[C@@H](OC)CN(C)C2=O	2.7	nt	nt	nt	-18.3	-16.7	nt	13.8
CCS(=O)(=O)N1[C@H](CO)[C@@H](c2ccc(-c3cccc(F)c3)cc2)[C@@H]1C#N	0.7	-3.1	8.0	7.3	-13.4	4.1	0.2	12.8
CCOC(=O)N1CCN(c2cc(=O)n(-c3ccc(OCC)cc3)c(=O)[nH]2)CC1	8.1	nt	-5.1	2.0	nt	-9.6	nt	12.2
O=C(Nc1ccc(F)cc1)c1ccc(S(=O)(=O)NCc2cccnc2)cc1	nt	-3.4	0.7	-3.2	10.6	4.9	-0.7	-19.3
O=C1/C(=C/c2cccc([N+](=O)[O-])c2)Oc2cc(O)ccc21	6.3	1.4	-14.9	-3.3	-42.6	-0.4	0.4	-5.0
O=C(CN1CCOCC1)N[C@H]1CC[C@@H](CCNC(=O)C2CCC2)O[C@H]1CO	5.1	-5.1	2.3	-4.2	5.6	1.6	-7.8	6.3
CN(C)CCCNc1nc2cc(-c3ccccc3)sc2c(=O)n1C	nt	0.4	nt	3.3	-13.3	1.9	1.4	-5.3
Cc1ccc(S(=O)(=O)N(C)C[C@H]2OCCCC[C@@H](C)Oc3ccc(NS(C)(=O)=O)cc3C(=O)N([C@@H](C)CO)C[C@@H]2C)cc1	2.7	-0.8	3.5	nt	-30.3	7.9	2.3	-4.0
O=C(NCc1ccccn1)Nc1cc(Cl)ccc1Cl	nt	0.0	18.2	nt	-12.4	-15.9	-1.5	7.0
O=C(Cn1cc(C(F)(F)F)cc(Cl)c1=O)NC1CCS(=O)(=O)C1 (stereo not drawn)	-3.7	-0.5	-5.4	18.2	4.4	0.5	3.6	18.4
C[C@H](CO)N1C[C@H](C)[C@@H](CN(C)Cc2ccncc2)Oc2ncc(-c3cccc(F)c3)cc2C1=O	-9.7	-0.7	8.0	-3.9	-25.3	11.4	9.6	6.5
CCNC(=O)C[C@H]1C=C[C@H](NC(=O)NC2CCCCC2)[C@H](CO)O1	2.7	2.4	-7.2	2.5	-5.5	3.1	-3.5	-1.2
COc1ccc(Cn2cnc3c([N+](=O)[O-])c(C)c(C)cc32)cc1	-3.2	0.1	-3.2	20.3	9.4	nt	-2.9	nt
Cc1ccc(NC(=O)CN(C)S(=O)(=O)c2cccc3cccnc23)cc1	-3.5	-0.7	-3.9	10.5	3.1	1.0	-5.5	7.7
COCCCn1c(C(=O)Nc2ccc3c(c2)OCO3)cc2c(=O)n3ccccc3nc21	-12.8	0.3	-1.8	-18.9	13.0	-8.4	1.2	-0.1
COc1ccc(-n2c(SCC(=O)Nc3ccccc3)nc(O)cc2=O)cc1	-7.4	-0.1	1.1	-3.9	5.7	-3.4	-1.3	-6.5
COc1ccc(OC)c(NC(=O)COC(=O)c2ccc(-n3cnnn3)cc2)c1	3.5	1.3	1.9	1.8	15.7	nt	5.7	nt
CN(C)CC(=O)N1[C@H](CO)[C@@H](c2ccc(C#CC3CCCCC3)cc2)[C@@H]1C#N	-39.6	2.6	-0.4	16.7	-39.8	12.7	0.5	-6.7
Cc1ccc(S(=O)(=O)CCC(=O)Nc2ccccc2C)cc1	-8.9	2.2	1.5	-1.1	-3.9	-8.6	4.8	10.0
O=C(COC(=O)c1cc[n+]([O-])cc1)Nc1cccc(Br)c1	4.5	nt	6.4	nt	-13.1	-7.8	nt	-7.6
CC(C)CC#Cc1ccc2c(c1)O[C@@H](CN(C)C(=O)Cc1ccccn1)[C@H](C)CN([C@@H](C)CO)S2(=O)=O	3.4	0.9	-6.0	-9.6	nt	-1.9	-3.1	-20.4

Record cards, as listed above. Order of screens: PGC1a acetyl inh, Cneo AK release, ARNT-TACC3 inh, Statin myotox sup, PAX8 inh HTS, LGR2 inh, PglD DTNB, INS-1E GSIS act
Profile of `COc1ccc(-n2c(SCC(=O)Nc3ccccc3)nc(O)cc2=O)cc1` : -7.4, -0.1, 1.1, -3.9, 5.7, -3.4, -1.3, -6.5
Profile of `CC(C)(C)C1COc2ccccc2N1C(=O)c1ccccc1Cl` (stereo not drawn) : -31.9, -1.4, -3.5, 6.4, -7.7, 1.3, -2.0, -21.3

Bioassay records as filed in PubChem BioAssay.
